KDM5B inhibitor – inhibitors of human KDM5B histone demethylase; Potency, µM (highest dose often 57.7 µM), inactives show at the highest dose activity change, negative = inhibition, actives largely listed as inhibitors; actives 2.6% (n = 220,000); Q9UGL1; KDM5B demethylase, FDH-coupled NADH fluorescence (FDH is formaldehyde dehydrogenase); active means well fitted inhibition curve with a large enough effect; inconclusive means small, poorly fitted or top-dose-only effect; inactive means no such curve, though single readings can be large or run the other way; further: 0% is about no effect; nearly all actives have a fitted effect of over 70% in size
Target sequence (Q9UGL1 whole entry, looked up): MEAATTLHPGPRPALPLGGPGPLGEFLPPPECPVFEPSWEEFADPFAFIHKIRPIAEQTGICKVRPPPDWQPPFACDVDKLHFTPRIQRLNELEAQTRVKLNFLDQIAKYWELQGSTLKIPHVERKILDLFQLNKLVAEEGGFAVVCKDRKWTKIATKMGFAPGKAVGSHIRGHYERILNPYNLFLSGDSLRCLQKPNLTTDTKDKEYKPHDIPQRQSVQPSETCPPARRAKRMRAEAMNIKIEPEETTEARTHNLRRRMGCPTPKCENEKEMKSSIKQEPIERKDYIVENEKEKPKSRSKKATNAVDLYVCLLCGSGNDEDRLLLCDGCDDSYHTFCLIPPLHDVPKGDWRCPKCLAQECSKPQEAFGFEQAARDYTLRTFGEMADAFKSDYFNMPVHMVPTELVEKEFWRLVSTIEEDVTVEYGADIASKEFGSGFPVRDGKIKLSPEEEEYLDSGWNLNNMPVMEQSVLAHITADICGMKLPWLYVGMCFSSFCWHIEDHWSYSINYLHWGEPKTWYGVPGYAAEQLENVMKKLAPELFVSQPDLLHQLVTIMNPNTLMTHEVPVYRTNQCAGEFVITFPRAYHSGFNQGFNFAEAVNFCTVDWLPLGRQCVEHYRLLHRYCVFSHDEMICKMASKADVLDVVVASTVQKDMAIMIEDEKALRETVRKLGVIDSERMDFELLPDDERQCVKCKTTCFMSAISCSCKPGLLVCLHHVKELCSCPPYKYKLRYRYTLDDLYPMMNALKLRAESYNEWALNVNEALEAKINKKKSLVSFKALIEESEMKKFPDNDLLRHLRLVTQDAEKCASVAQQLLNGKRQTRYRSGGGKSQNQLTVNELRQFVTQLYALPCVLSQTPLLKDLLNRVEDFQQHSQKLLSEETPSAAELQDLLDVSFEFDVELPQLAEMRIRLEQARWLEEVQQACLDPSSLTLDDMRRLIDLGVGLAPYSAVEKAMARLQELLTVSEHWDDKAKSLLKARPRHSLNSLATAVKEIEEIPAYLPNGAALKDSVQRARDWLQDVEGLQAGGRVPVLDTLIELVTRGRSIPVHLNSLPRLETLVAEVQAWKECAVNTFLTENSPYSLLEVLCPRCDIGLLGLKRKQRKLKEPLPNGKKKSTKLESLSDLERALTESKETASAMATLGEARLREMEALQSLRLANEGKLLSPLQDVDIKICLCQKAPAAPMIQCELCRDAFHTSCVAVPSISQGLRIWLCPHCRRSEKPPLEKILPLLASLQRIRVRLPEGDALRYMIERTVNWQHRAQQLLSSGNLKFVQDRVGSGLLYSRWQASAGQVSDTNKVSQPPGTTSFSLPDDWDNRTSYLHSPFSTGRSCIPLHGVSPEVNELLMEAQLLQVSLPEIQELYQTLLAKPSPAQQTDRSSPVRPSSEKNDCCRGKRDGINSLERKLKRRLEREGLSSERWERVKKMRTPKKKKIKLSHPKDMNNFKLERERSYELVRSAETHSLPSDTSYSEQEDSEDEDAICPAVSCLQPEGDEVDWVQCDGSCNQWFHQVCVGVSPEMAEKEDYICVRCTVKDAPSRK
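Coupled FDH/NAD⁺ fluorescence readout. KDM5BΔAP 200 nM final; compound titration, 10 min RT preincubation; substrate mix 12.5 µM H3K4me3, 25 µM 2-OG, 50 µM Fe(II), 100 µM ascorbate, 0.25 mM NAD⁺, 0.25 U/mL FDH; ΔRFU over 30 min.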
* = called active by the depositor; ? = inconclusive; [ ] = another dose, or the depositor's remark. Potency means the concentration at half of the fitted maximal effect. Some of the compounds tested (hit frequency here may not be typical).

Molecule	KDM5B inhibitor
COc1ccc(OC)c(NC(=O)CCn2nc(-c3ccccc3OC)c3c(C)cc(C)nc32)c1	?
Cc1ccc(-c2csc(=Nc3ccccc3)n2CCCO)cc1	?
CCOc1ccccc1C(=O)N1CCc2cn(C)c3cccc(c23)C1	?
CCOC(=O)c1sc(CC(=O)Nc2ccc(C)cc2)nc1C	-7%
O=C(NCC1CC1)c1cccc(OC2CN(Cc3cccc(F)c3)C2)c1	-18%
COc1ccc(C2SCc3cc(C)c(C)cc3CS2)cc1	-4%
COc1c(C2CC(=O)Nc3c2ncn3-c2cccc(Cl)c2)cc2c(c1OC)OCO2 (stereo not given)	?
COc1cc2c(cc1OC)CN(Cc1cc3n(n1)CCCNC3)CC2	?
O=C(C1CCCCCC1)N1CCC(n2cc(-c3ccsc3)nn2)CC1	-11%
COc1ccc(CCNC(=O)Cn2c(=O)c3cccn3c3ccc(F)cc32)cc1OC	-12%
CCCCCn1c(NCCO)nc2c1c(=O)[nH]c(=O)n2C	4%
C=CCNCc1ccc(OCC)c(OCC)c1	-15%
COc1cccc(F)c1-c1nc(C)c(C(=O)Nc2ccc3c(c2)OCO3)s1	-1%
CCN(CC)CCN1C(=O)C2C(C(=O)Nc3ccc(Br)cc3)C3C=CC2(O3)C1C(=O)NC1CCCCC1 (stereo not given)	-13%
COCCN1C(=O)c2ccccc2C(C(=O)NC2CCCCCC2)C12CCCC2 (stereo not given)	-8%
Cc1cc(C)cc(NC(=O)Cc2nc(-c3cccs3)oc2C)c1	66%[activator]
COc1ccc(CN2CCc3c(c(=O)n4ncc(C(=O)N5CCN(c6ccccc6F)CC5)c4n3C)C2)cc1	?
COc1ccc(/C=N/OCc2cc(Cl)c3c(c2)OCO3)cc1OC	21%
CCCOc1ccc(CNC2CC2)cc1	24%
Cc1ccccc1CN1c2ccccc2-c2nc(SCC(=O)Nc3cc(F)ccc3F)ncc2S1(=O)=O	-35%
O=C(NC1CCS(=O)(=O)C1)c1cc(-c2ccco2)on1 (stereo not given)	7%
Cc1nc(-c2ccncc2)[nH]c(=O)c1CC(=O)N(C)C1CCCC1	?
CCOc1ccc(NC(=O)c2c(NC(=O)Cc3ccccc3)sc3c2CCC(C)C3)cc1 (stereo not given)	-4%
CCN(c1ccccc1)S(=O)(=O)c1cccc(C(=O)NCCN2CCOCC2)c1	-11%
NS(=O)(=O)c1ccc(N/N=C/c2ccco2)c([N+](=O)[O-])c1	-8%
CCOC(=O)c1sc(NC(=S)NC(=O)c2cccc(OC)c2)nc1C	20%
CC(C)(C)c1ccc(O)c(NC(=O)c2cc[n+]([O-])cc2)c1	4%
O=C(c1ccc2c(c1)OCO2)N1CCCN(c2cc(-c3ccc(Br)cc3)[nH]n2)CC1	-16%
O=S(=O)(NC[C@H]1O[C@@H](CO)[C@@H](O)[C@H]1N1CCN(c2ccccn2)CC1)c1ccc(Cl)cc1	28µM*
CCC1=Nc2cc(C(=O)NCc3ccccc3OC)ccc2Sc2ccc(Cl)cc21	-10%
COc1ccc(NC(=O)c2sc3nc4c(c(-c5ccco5)c3c2N)CCCCC4)c(OC)c1	5%
O=C(CSc1nc2ccccc2c(=O)n1-c1ccccc1)NCC1CCCO1 (stereo not given)	9%
Cc1cccc(NC(=O)c2ccc3nccnc3c2)c1C	-5%
Cc1ccc(NC(=O)c2cccc3c(=O)c4c([nH]c23)CCCC4)c(C)c1	-2%
O=C(c1ccccc1F)N1CCCC2(CC(c3cccc(C(F)(F)F)c3)=NO2)C1 (stereo not given)	-1%
CN(NC(=O)c1ccc(Cl)cc1)c1ncc(C(F)(F)F)cc1Cl	16%
CCOc1cc(C(=O)Nc2ccc3oc(-c4ccc(CC)cc4)nc3c2)cc(OCC)c1OCC	?
COc1cc(OC)c2c(C)c(CC(=O)N3CCC(O)(c4ccc(Cl)cc4)CC3)c(=O)oc2c1	?
O=c1[nH]nc2n1CCN(C1CCSCC1)CC2	-14%
Cc1ccccc1C(=O)NC1CCCN(c2cc(-c3ccc(F)cc3)[nH]n2)C1 (stereo not given)	-2%
Cc1cccc(/C=C(/C(=O)N2CCCC(C)C2)c2cccs2)c1 (stereo not given)	-10%
O=C(N/N=C/c1ccccc1O)C1CC(=O)N(c2ccc(F)cc2)C1 (stereo not given)	?
CCOc1ccc(NC(=O)CN2C(=O)CC(C)Sc3ccccc32)cc1 (stereo not given)	10%
O=C(NCc1ccc(F)cc1)c1nc(-c2cccnc2)c2ccccn12	112µM*
Cn1cnc2c1c(=O)n(Cc1ccccc1F)c(=O)n2C	-5%

Two entries picked at random from the list so far:
Molecule	KDM5B inhibitor
O=c1[nH]nc2n1CCN(C1CCSCC1)CC2	-14%
O=C(CSc1nc2ccccc2c(=O)n1-c1ccccc1)NCC1CCCO1 (stereo not given)	9%

Carrying on:
Molecule	KDM5B inhibitor
CSc1nsc(SCC(=O)Nc2ccccc2F)n1	11%
CCc1cc2c(cc3c(=O)n(CC(=O)N4CCC(C)CC4)nc(CC)n32)s1	?
CCOCCCNC(=O)c1ccc(NC(=O)N2CCCCc3ccccc32)cc1	13%
CCCS(=O)(=O)NC(C)C(=O)O (stereo not given)	4%
Cc1ccc(N(CC(=O)O)CC(=O)O)cc1	?
O=C(CN(CC1CC1)C1CC1)NC(=O)NCc1ccco1	-22%
O=C(NCCOc1ccccc1)c1cnc2c(c1)N(C(=O)Cc1ccc(O)cc1)CCC2	?
COc1cccc(CN2c3ccccc3-c3nc(SCC(=O)Nc4ccccc4Cl)ncc3S2(=O)=O)c1	?
CCC(C)NC(=O)c1ccc(Cn2c(=O)c3cccn3c3cccnc32)cc1 (stereo not given)	-4%
Cc1cccc(CSc2nc(-c3cccc(C)c3)nc3c2Cc2c(CO)cnc(C)c2O3)c1	11%
Cc1nn(CC(=O)O)c(C)c1N	-16%
COc1ccccc1NC(C)c1nc(-c2ccco2)no1 (stereo not given)	10%
O=C(O)c1ccc2c(c1)C(=O)N(c1ccc(Nc3ccccc3)cc1)C2=O	-8%
CCCn1c(N)c(N(CCOC)C(=O)c2cccc(OC)c2)c(=O)[nH]c1=O	10%
Cc1ccc(S(=O)(=O)N(CC(=O)O)Cc2ccc(Cl)cc2Cl)cc1	2%
Cc1ccc(CNC(=O)N2CCCCCCN(C)C(=O)[C@@H]3CCC[C@@H]32)cc1	-5%
CC(=O)c1ccc(C(=O)N(C)Cc2ccc(F)cc2)s1	14%
CN(CCc1noc(C2CN(C(=O)c3ccncn3)C2)n1)C(=O)C1CC1	-25%
O=C(Cc1cccc(F)c1)NC1CCN(C(=O)N2CC3CC(C2)[C@H]2CCCC(=O)N2C3)CC1 (stereo not given in full)	14%
COc1cccc(CNC(=O)Cc2c(C)c3ccc(OC)c(OC)c3oc2=O)c1	2%
Cc1ccc(Cn2c(Sc3ncccn3)nc3c2c(=O)[nH]c(=O)n3C)cc1	4%
CC(OC(=O)C1CCC1)C(=O)NC(N)=O (stereo not given)	-6%
Ic1ccc(-c2noc(-c3ccco3)n2)cc1	15%
CC(C)C(=O)NC(Nc1ccc(Cl)cc1)C(Cl)(Cl)Cl (stereo not given)	13%
CCOc1ccc(NC(=O)c2ncoc2-c2cccc(Cl)c2)cc1	11%
CC(C)NC(=O)c1ccc(I)cc1	13%
COc1cccc(OC)c1Cn1nnc2c(=O)[nH]c(C3CCN(C(=O)c4ccccc4)CC3)nc21	3%
Cc1cc(C)c2c(=O)cc(C(=O)Nc3ccc(S(=O)(=O)N(C)c4ccccc4)cc3)oc2c1	13%
CC(OC(=O)c1ccc2ccccc2n1)C(=O)c1ccc(Cl)cc1 (stereo not given)	-13%
CC(NC(=O)c1ccc2c(c1)OCO2)c1cccc(C(F)(F)F)c1 (stereo not given)	12%

KDM5B inhibitor, what is marked active above.
Molecule	KDM5B inhibitor
O=S(=O)(NC[C@H]1O[C@@H](CO)[C@@H](O)[C@H]1N1CCN(c2ccccn2)CC1)c1ccc(Cl)cc1	28µM*
O=C(NCc1ccc(F)cc1)c1nc(-c2cccnc2)c2ccccn12	112µM*

Going on with the list:
Molecule	KDM5B inhibitor
CCOc1ccc(S(=O)(=O)N(CC)CC(=O)NCC2CCCO2)cc1Cl (stereo not given)	21%
O=C(COC(=O)c1cc(C2CC2)nn1-c1ccccc1)Nc1ccccc1	19%
COCCOCC(=O)N1CCCC(c2nc(-c3ccccc3)no2)CCNC(=O)CC1 (stereo not given)	33%[activator]
COc1cccc(NC(=O)c2sc(-c3ccco3)nc2-c2ccccc2)c1	?
CC(=O)Nc1ccc(S(=O)(=O)N2CCC(C(=O)NCCc3ccc(Cl)cc3)CC2)cc1	17%
COc1ccc(NC(=O)N2CCC(OCCOc3cccnc3)CC2)cc1	0%
CCNC(=O)Cn1c(C)c(Br)c2ccccc21	11%
Nc1nc(CN2CCN(c3ccccc3F)CC2)nc(N2CCCc3ccccc32)n1	2%
COCCCNc1nccc(C2(c3ccccc3Cl)CCNCC2)n1	?
Cc1cc2nc(-c3ccc(OCc4ccccc4F)cc3)cc(C(F)(F)F)n2n1	-6%
CC1(C)C=C(CC(=O)O)CC(C)(C)N1	-12%
COCc1nc(C2CC(NC(=O)c3cc(Cl)cn3C)C2)cc(=O)[nH]1 (stereo not given)	14%
O=C1NCC2(CCCN(C(=O)c3cnc4c(O)cccn4c3=O)C2)O1 (stereo not given)	32µM*
Cc1ccc(C)c(NC(=O)Cn2c(C)cc3nc4n(c(=O)c32)CCCC4)c1	-15%
O=C(Nc1ccc(Cl)cc1)N1CCC(c2nnc3n2C(C(=O)N2CCOCC2)CC3)CC1 (stereo not given)	15%[115 µM]

Grouped by structure: the entries above with a thiophene ring, fused or not (7)
Molecule	KDM5B inhibitor
O=C(C1CCCCCC1)N1CCC(n2cc(-c3ccsc3)nn2)CC1	-11%
Cc1cc(C)cc(NC(=O)Cc2nc(-c3cccs3)oc2C)c1	66%[activator]
CCOc1ccc(NC(=O)c2c(NC(=O)Cc3ccccc3)sc3c2CCC(C)C3)cc1 (stereo not given)	-4%
COc1ccc(NC(=O)c2sc3nc4c(c(-c5ccco5)c3c2N)CCCCC4)c(OC)c1	5%
Cc1cccc(/C=C(/C(=O)N2CCCC(C)C2)c2cccs2)c1 (stereo not given)	-10%
CCc1cc2c(cc3c(=O)n(CC(=O)N4CCC(C)CC4)nc(CC)n32)s1	?
CC(=O)c1ccc(C(=O)N(C)Cc2ccc(F)cc2)s1	14%

Further structures follow:
Molecule	KDM5B inhibitor
COc1ccc(C2CC(=O)N(Cc3cccc(C)c3)c3c2c(C)nn3-c2nc(C)cc(C)n2)c(OC)c1 (stereo not given)	-14%
CCCCCC1CCC(c2ccc(-c3ccccc3)cc2)=CC1=O (stereo not given)	24%
CC(C)Oc1ccc(CNC(=O)C2(Cc3cccnc3)CCCCC(=O)N2)cc1 (stereo not given)	6%
O=S(=O)(NCc1ccco1)c1cccs1	8%
COc1ccc(-c2noc([C@@H]3CCCN3C(=O)c3ccccc3Cl)n2)cc1OC	11%
Cc1csc(CNC(=O)c2ccccn2)n1	8%
CCOc1ccccc1CN1CC(CO)C2(CCNCC2)C1 (stereo not given)	-30%
COc1cccc(-c2cc(C(=O)Nc3cc(Cl)ccc3O)on2)c1	-20%
CCN(CC)C(=O)c1cc(-c2ccccc2Cl)nc2ccccc12	9%
CNC(=O)N1CCC(C2CCN(C(=O)Cc3ccc(OC)c(Cl)c3)C2)CC1 (stereo not given)	-19%
CC(Cl)C(=O)Nc1ccccc1C(C)C (stereo not given)	6%
COc1ccc(OC)c(CN2CCN(C/C=C/c3ccccc3)CC2)c1	?
CNC(=O)N1CCC(C2CCN(S(=O)(=O)c3ccc(F)cc3)C2)CC1 (stereo not given)	-5%
COc1cccc(NC(=S)N2c3ccccc3CC2C)c1 (stereo not given)	-4%
CCCNC(=O)C(NC(=O)c1ccccc1C)C1CCN(C(=O)C2CCCC2)CC1 (stereo not given)	9%
O=C(NC1CCCc2c1cnn2-c1ccc(F)cc1F)c1c(F)cccc1Cl (stereo not given)	-12%
CCOc1ccc(NC(=O)C2CCN(c3nnc(-n4c(C)ccc4C)s3)CC2)cc1	-58%
Cc1ccc2oc(C(=O)Nc3ccc(C)c(C)c3)cc(=O)c2c1	1%
CCN1CCN(C(=O)C2CC(C)=C(C)CC2C(=O)O)CC1 (stereo not given)	4%
COc1ccccc1-c1noc(CSc2nnc(-c3cccs3)n2C2CC2)n1	11%
COCC1CN(C)CC12CCN(C(=O)COc1cccc(C)c1)CC2 (stereo not given)	?
O=C(CO[C@H]1CN(Cc2ccc(C(=O)O)cc2)C[C@H]1F)Nc1ccccc1O	-24%[86.2 µM]
CC1(C(=O)NC2COC2)CN(Cc2ccccc2)Cc2ccc(Nc3ccccc3)nc21 (stereo not given)	35µM*
COc1ccc(-c2nnc(C[C@@H]3C[C@@H](C(C)C)[C@H](CNCc4cccnc4)C=C3C)o2)cc1	14%
COc1ccc(C(=O)N2C[C@@H]3C[C@H](C2)c2c(NC(=O)Nc4ccccc4)ccc(=O)n2C3)cc1	146%[activator]
CC(C)OCCCNC(=O)c1ccc(Cn2c(=O)c3cccn3c3cccnc32)cc1	-27%

Assay outcomes as filed in PubChem.
